# PNC inhibitor: perinucleolar compartment assembly inhibition; PC3M PTB-GFP, PNC prevalence imaging, 16 h; stronger effect = lower value; activity change (PNC), negative = inhibition, % at 10 µM; 140,000 compounds, 3.1% hits; AID 2417;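 active = readout at or below -70, meaning at least 70% loss of cells showing the perinucleolar compartment, a nuclear body marking cancer cells; inconclusive = readout between -30 and a set limit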;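 note: plate controls were DMSO wells for no effect and camptothecin positive control wells for full effect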
#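 PC3M cells stably expressing PTB-GFP, 750–1000 cells/well, treated 16 h at 37 °C with compound (23 nl of library stock), in duplicate. After paraformaldehyde fixation and Hoechst stain, imaged at 20x; PNC prevalence scored by image analysis.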
# ALOX12 inhib: 12-hLO (ALOX12) enzyme inhibition; purified 12-hLO, xylenol orange hydroperoxide absorbance; Potency, µM (top dose mostly 57.1 µM), inactives show top-dose activity change, negative = inhibition, hits mostly inhibitors; 150,000 compounds, 0.12% hits; note: potency is the fitted concentration of half-maximal effect; nearly all actives have a fitted effect of over 55% in size; many of its hits are not listed in these tables
# Target sequence (P18054 whole entry, looked up): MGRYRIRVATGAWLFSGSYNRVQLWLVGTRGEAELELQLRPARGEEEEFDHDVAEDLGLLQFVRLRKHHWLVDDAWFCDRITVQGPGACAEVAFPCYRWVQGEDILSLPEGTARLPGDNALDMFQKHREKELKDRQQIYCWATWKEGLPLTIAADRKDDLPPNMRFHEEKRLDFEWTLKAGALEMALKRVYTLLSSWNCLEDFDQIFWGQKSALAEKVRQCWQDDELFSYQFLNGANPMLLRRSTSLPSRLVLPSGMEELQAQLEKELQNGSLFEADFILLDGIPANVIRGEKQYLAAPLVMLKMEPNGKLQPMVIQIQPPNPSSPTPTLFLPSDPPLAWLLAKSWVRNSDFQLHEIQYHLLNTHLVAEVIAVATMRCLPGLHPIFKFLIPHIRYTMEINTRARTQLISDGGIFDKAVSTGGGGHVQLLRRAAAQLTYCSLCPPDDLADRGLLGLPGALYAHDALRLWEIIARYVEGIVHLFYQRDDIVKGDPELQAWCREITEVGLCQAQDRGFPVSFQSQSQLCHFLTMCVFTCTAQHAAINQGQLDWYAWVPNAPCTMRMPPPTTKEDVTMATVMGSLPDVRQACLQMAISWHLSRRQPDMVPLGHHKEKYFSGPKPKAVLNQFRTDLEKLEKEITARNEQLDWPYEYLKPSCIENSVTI
#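 Purified human 12hLO (150 nM), preincubated 15 min with compound, then 40 uM arachidonic acid for 30 min, room temperature, Hepes pH 7.0 with 0.01% Triton X-100. Hydroperoxide detected by ferrous iron/xylenol orange; 573/405 nm absorbance ratio gives reaction progress.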
# 15-hLO-2 inh: blocks human 15-lipoxygenase 2 activity; O15296; purified 15hLO-2, xylenol orange hydroperoxide absorbance; Potency, µM (doses to about 57.1 µM), inactives show at the top dose activity change, negative = inhibition, usual class: inhibitors; 110,000 compounds, 0.56% hits; AID 881; note: potency is the fitted concentration of half-maximal effect; nearly all actives have a fitted effect of over 60% in size; many of its hits are not listed in these tables
#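 Purified human 15hLO-2 (50 nM) preincubated 15 min with compound, then 45 uM arachidonic acid for 90 min at RT in 25 mM Hepes pH 7.5, 0.01% Triton X-100. Hydroperoxide detected by Fe-xylenol orange; 573/405 nm absorbance ratio.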
# IMPase inh: cell-permeable inhibitors of inositol monophosphatase (IMPase). P97697. CHO-M1 cells, IP1 accumulation, HTRF TR-FRET ratio. inhibition (IP1 accumulation), % at 46.1 µM. 120,000 tested, under 10 active. AID 901; active = well fitted curve in the direction sought with a large enough effect in the signal ratio, not every such curve was filed as active; inconclusive = small, poorly fitted or top-dose-only effect, or a change in a side signal; inactive = no such curve, though single readings can be large or run the other way; the % refers to the signal ratio;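 note: cells stimulated with carbachol in lithium chloride buffer; plate controls were DMSO basal wells for no effect and reference inhibitor wells for full effect; higher means more IMPase inhibition seen as more IP1 and lower FRET ratio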
# Target sequence (P97697 whole entry, looked up): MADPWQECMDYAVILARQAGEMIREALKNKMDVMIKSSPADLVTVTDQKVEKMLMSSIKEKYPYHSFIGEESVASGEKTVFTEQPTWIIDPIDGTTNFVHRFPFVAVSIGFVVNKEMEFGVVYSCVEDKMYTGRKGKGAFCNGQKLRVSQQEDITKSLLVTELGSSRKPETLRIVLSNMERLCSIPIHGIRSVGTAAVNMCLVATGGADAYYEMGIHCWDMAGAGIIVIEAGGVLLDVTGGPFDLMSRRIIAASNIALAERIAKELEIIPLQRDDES
#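 Measured: the HTRF emission ratio (665/620 nm) plus the 620 nm donor channel, each fitted to the Hill equation to give AC50. Cells were CHO-M1 given compounds up to 46 uM and a 30 min carbachol stimulation at 37C.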
# The depositor's hits bear a star; u = inconclusive; x = not tested or not shown; [ ] = dose if it differs, or a comment. Unless noted, calls come from the whole dose curve; as a rule, active = well fitted curve in the direction sought with a large enough effect; inconclusive = small, poorly fitted or top-dose-only effect, or another doubt; inactive = no such curve, though single readings can be large; an effect the other way counts as inactive or inconclusive. Unless noted, % is set by controls: 0 for no effect and ±100 for the full control effect. A portion of the library; rates above refer to the full screens.
SMILES,PNC inhibitor,ALOX12 inhib,15-hLO-2 inh,IMPase inh
COc1ccccc1Oc1c(C)oc2cc(OC(=O)c3ccco3)ccc2c1=O,-3.2,-2.1%,-6.6%,-12.8
CCOC(=O)C1=C(C)NC(C)=C(C(=O)OCC)C1C(=O)OCC(=O)N1CCCCC1CC (configuration not stated),-21.5,-0.4%,-3.4%,-12.8
CN1CCN(CCCn2cnc3c(=O)oc4ccccc4c32)CC1,7.0,-5.4%,-1.9%,4.9
O=C(O)C1CCCCC1C(=O)N1CC=C(c2ccccc2)CC1 (configuration not stated),-0.8,-1.6%,x,u
CNCCCc1[nH]nc(N)c1C#N,-6.4,-6.0%,3.3%,0.0
CC1/C(=N/O)CC(c2ccccc2)NC1c1ccccc1 (configuration not stated),-19.4,4.2%,5.0%,6.0
COc1ccc(CCNC(=O)CCC(=O)Nc2nnc(C(C)C)s2)cc1OC,u,-0.7%,x,x
CC(=O)N1c2ccccc2C(=O)C1N1CCCCC1 (configuration not stated),u,-1.7%,-5.0%,-1.4
CC(=O)c1cccc(NC(=O)C(OC(=O)c2cccc(S(=O)(=O)N(C)c3ccccc3)c2)c2ccccc2)c1 (configuration not stated),34.6,-4.2%,x,x
COc1ccc(-c2c(C#N)c(SCC(N)=O)nc3c2CCCC3)cc1,86.2,-7.9%,x,1.2
CC1(C)Cc2ccccc2/C(=C/C(=O)N2CCCCCC2)N1,u,-4.4%,-11.3%,12.3
O=C(CSc1nc(-c2ccccc2)nc2ccccc12)Nc1nccs1,38.6,7.0%,-1.7%,u
CCC(=O)Nc1nnc(C(C)(C)C)s1,14.7,-2.8%,0.7%,6.7
Cc1nc(CSc2nnc(C)s2)cs1,-26.8,-0.5%,x,x
Cn1cnc(S(=O)(=O)NCc2cccs2)c1,33.7,-0.2%,x,-1.6
CC(C)C1C(C#N)=C(N)Oc2n[nH]c(-c3cccs3)c21 (configuration not stated),u,-17.8%,-16.6%,-11.5
Cc1cc2ccccc2c(=O)[nH]1,u,-1.2%,0.2%,-2.5
COc1ccc(S(=O)(=O)N2CCC(C(=O)N3CCc4ccccc4C3)CC2)cc1,4.9,-12.5%,-5.1%,-7.4
O=C1/C(=C\c2ccc(Br)o2)SC(=Nc2ccccc2)N1c1ccccc1,1.6,-6.5%,u,-4.3
Cc1cc(S(=O)(=O)NCC(=O)O)ccc1F,-24.9,-0.6%,3.7%,-1.1
Cc1ccc(C2CC(c3ccccc3)=NN2C(=O)CSc2nnc(-c3ccncc3)n2C)o1 (configuration not stated),57.1,0.1%,x,x
CCCCN(C(=S)NC(=O)c1cc(OC)c(OC)c(OC)c1)c1c(N)n(Cc2ccccc2)c(=O)[nH]c1=O,45.9,-1.2%,x,x
O=C(c1cccc(Cl)c1)N1CCCC(C(=O)N2CCCCCC2)C1 (configuration not stated),15.4,-2.7%,-9.0%,2.9
COc1ccccc1NS(=O)(=O)c1ccc(N/N=C(\C)C(C)C)c([N+](=O)[O-])c1,-14.0,-1.0%,x,-8.1

# For reference, some entries already given.
SMILES,PNC inhibitor,ALOX12 inhib,15-hLO-2 inh,IMPase inh
O=C1/C(=C\c2ccc(Br)o2)SC(=Nc2ccccc2)N1c1ccccc1,1.6,-6.5%,u,-4.3
Cc1cc(S(=O)(=O)NCC(=O)O)ccc1F,-24.9,-0.6%,3.7%,-1.1
Cc1ccc(C2CC(c3ccccc3)=NN2C(=O)CSc2nnc(-c3ccncc3)n2C)o1 (configuration not stated),57.1,0.1%,x,x
CCCCN(C(=S)NC(=O)c1cc(OC)c(OC)c(OC)c1)c1c(N)n(Cc2ccccc2)c(=O)[nH]c1=O,45.9,-1.2%,x,x
O=C(c1cccc(Cl)c1)N1CCCC(C(=O)N2CCCCCC2)C1 (configuration not stated),15.4,-2.7%,-9.0%,2.9
COc1ccccc1NS(=O)(=O)c1ccc(N/N=C(\C)C(C)C)c([N+](=O)[O-])c1,-14.0,-1.0%,x,-8.1

# Carrying on.
SMILES,PNC inhibitor,ALOX12 inhib,15-hLO-2 inh,IMPase inh
O=C1C2ON(c3ccc(Br)cc3)C(c3cccnc3)C2C(=O)N1C1CCCCC1 (configuration not stated),34.3,3.7%,8.3%,11.4
COC(=O)c1ccc(N=NNc2ccccc2)cc1,-21.0,-7.0%,x,x
COc1ccc(NC(=O)CSc2nnc(Cc3ccccc3)o2)c(OC)c1,u,1.3%,0.2%,-4.8
CC(C)N(c1ccccc1)c1ncnc(NCCC(=O)O)c1[N+](=O)[O-],u,-1.6%,-6.1%[11.4 µM],-1.3[1.84 µM]
Cc1ccc2c(c1)C1(OCCO1)C(=O)N2,14.9,-6.1%,7.7%,0.4
O=C(C1CCN(S(=O)(=O)c2cccc3cccnc23)CC1)N1CCN(c2ccccc2)CC1,-26.4,-3.0%,-0.3%,1.4
Cc1cc(=O)[nH]c(SCC(=O)Nc2nc(-c3ccccc3)cs2)n1,13.0,-8.0%,-11.7%,-6.0
CCCCNC(=S)NNC(=O)c1nn(C)cc1Cl,15.2,-3.1%,x,u
c1ccc(-c2nnc3sc(-c4ccncc4)nn23)cc1,17.6,-2.2%,-4.3%,3.4
COc1cc(/C=C/C(=O)C2C(=O)C=C(C)OC2=O)cc(OC)c1O (configuration not stated),39.6,-12.3%,x,17.7
COc1ccc(OC)c(C2=Nn3c(nnc3-c3ccco3)SC2)c1,37.9,-4.4%,-7.2%,2.0
CCN1CN=C(NS(=O)(=O)c2ccc(C)cc2)NC1,19.7,6.8%,4.7%,1.6

# Retrieved by structure from above (two):
SMILES,PNC inhibitor,ALOX12 inhib,15-hLO-2 inh,IMPase inh
CC(=O)N1c2ccccc2C(=O)C1N1CCCCC1 (configuration not stated),u,-1.7%,-5.0%,-1.4
Cc1cc(S(=O)(=O)NCC(=O)O)ccc1F,-24.9,-0.6%,3.7%,-1.1

# The list continues.
SMILES,PNC inhibitor,ALOX12 inhib,15-hLO-2 inh,IMPase inh
CCOCC(=O)Nc1ccc(C)c(Cl)c1,6.9,10.5%,-0.7%,3.3
CCOC(=O)c1csc(NC(=O)Nc2cccc(Cl)c2)n1,17.1,1.2%,x,x
Cc1ccc(NC(=O)/C(C#N)=C/c2ccsc2)c(C)c1,-0.7,2.5%,x,x
CCOc1ccc(N=Cc2c(O)c3ccccc3oc2=O)cc1,u,-4.2%,x,x
Cc1ccc(NC2=C(CC(=O)O)C(c3ccccc3)N(c3ccc(C)cc3)C2=O)cc1 (configuration not stated),50.2,-8.9%,x,4.4
CC(NC(=O)C12CC3CC(CC(C3)C1)C2)C(=O)NCCN(C)C (configuration not stated),u,-2.3%,3.3%,5.0
CCCCOc1ccc(C(C)NC(=O)C2CCCN(S(=O)(=O)CC)C2)cc1 (configuration not stated),9.8,-0.2%,-0.9%,-2.3
Cc1ccc(-c2nc(CS(=O)CC(=O)NC3CCCC3)c(C)o2)cc1 (configuration not stated),-105.8*,-4.3%,12.7%,-0.1
CCOC(=O)C1=C2SCCN2C(=O)C(C#N)C1(C)C (configuration not stated),14.1,1.1%,3.2%,6.5
CCc1c(C)nc2ccc(Br)cc2c1Cl,36.2,-0.4%,2.0%,-12.7
Cn1cccc1C(=O)OCc1csc(-c2ccccc2)n1,-4.2,-5.0%,-13.2%,-4.8
CCOc1ccc(NC(=O)c2cnc3scc(C)n3c2=O)cc1,32.9,-0.3%,-12.9%,-6.2
CCOc1ccc(C(=O)NC(=S)Nc2cccnc2)cc1,48.9,1.3%,x,x
CCOc1c(Br)cc(C(N)=O)cc1OC,-19.3,-9.3%,8.3%,-13.8
Cc1ccccc1NC(=O)CSc1ccc(-c2ccco2)nn1,15.2,2.2%,x,-3.8
CCOc1ccc(C(=O)NN2C(=O)C3C4C=CC(O4)C3C2=O)cc1 (configuration not stated),8.4,-2.5%,-21.5%,5.0
CCc1ccc(C2=NNC(=Nc3cccc(S(=O)(=O)N(C)C)c3)SC2)cc1,6.2,-5.4%,x,x
Cc1[nH]c2ccc3c(ncn3CCC#N)c2c1C,36.4,-0.4%,-1.8%,6.4
O=S(=O)(Nc1ccc2c(c1)nc1n2CCN(Cc2ccccc2)C1)c1ccc(Cl)cc1,40.8,u,28.6%,5.1
CC(=O)OC(C)C,x,4.6%,0.1%,x
CCOC(=O)/C(=N\Nc1cccc(C(F)(F)F)c1)N(CCOC)CCOC,6.0,u,u,3.5
Cc1ccc(C)c2[nH]c(=O)c(CN(CCCN(C)C)C(=O)NCc3ccccc3)cc12,23.3,9.7%,39.3%[activator],4.4
O=C(O)c1c[nH]c2cc(OCc3ccccc3)ccc2c1=O,x,-11.5%[11.4 µM],1.9%[11.4 µM],x
COC(=O)C1=C(O)CSC1=Nc1cccc(C(F)(F)F)c1,28.1,0.4%,-3.5%,-10.3
CC1(O)C(=O)c2ccccc2N(c2ccccc2)C1=O (configuration not stated),-17.0,2.8%,x,9.3
COc1ccc(Oc2cc(C(F)(F)F)cnc2C(N)=O)cc1,-19.1,2.0%,-6.2%,-2.2
COc1ccc(-c2noc(-c3ccccc3-c3ccccc3)n2)cc1,26.0,-4.8%,0.9%,2.2
O=C(Nc1ccccc1C(=O)O)c1ncn[nH]1,21.5,-1.5%,-1.6%,-3.2
CCOc1ccc(OCCSc2nc3ccccc3o2)cc1,34.2,1.1%,3.7%,0.5
N/C(=N\OC(=O)COc1ccc(Cl)cc1Cl)c1cccnc1,20.4,-5.1%,x,x
O=C(c1ccc(Cl)cc1)c1ccc(OCC(O)CN2CCCCC2)cc1 (configuration not stated),-1.2,-0.4%,17.8%,5.9
CCc1cccc(C)c1NC(=S)N(Cc1cccnc1)Cc1ccco1,u,1.3%,x,x
Cc1ccc(C2CC(=O)C=C(O)C2)cc1 (configuration not stated),20.9,-2.7%,8.8%,0.9
O=C(CSc1ccc2nnc(-c3ccccn3)n2n1)Nc1ccc2c(c1)OCO2,-5.3,-7.9%,2.5%,7.3
COc1ccccc1-n1cnnc1SCC(=O)Nc1cccc(S(=O)(=O)N2CCCCC2)c1,u,-4.7%,x,x
O=C(Nc1cccc(Cl)c1)Nc1nnc(CC2=CCCCC2)s1,-22.5,3.7%,x,x
COc1cc(C(=O)NCC(=O)N/N=C(/C)c2cccs2)cc(OC)c1OC,28.7,0.1%,x,x
Cc1cccc(-c2noc(Cc3ccccc3)n2)c1,27.6,-4.5%,-4.5%,1.6
CCNC(=O)CP(=O)(c1ccccc1)c1ccccc1,-10.4,-3.0%,2.3%,4.8
CCc1ccc(C2C(C#N)=C(N)N(N(C)C)C3=C2C(=O)CCC3)s1 (configuration not stated),36.4,-7.5%,x,x
CC1CCCCN1CCn1cnc2c([nH]c3ccccc32)c1=O (configuration not stated),4.8,3.8%,x,2.1
Cc1c(C(=O)NCCC2=CCCCC2)oc2ccc(S(=O)(=O)N3CCC4(CC3)OCCO4)cc12,u,-8.0%,-4.1%,10.4
Cc1ccccc1OCC(=O)OCC(=O)NCc1cccs1,19.1,-3.5%,x,x
COc1ccc(NS(=O)(=O)c2ccc(NC(C)=O)cc2)cc1OC,7.4,2.7%,1.7%,2.2
COc1cc2nc(CN3C(=O)c4ccccc4C3=O)oc(=O)c2cc1OC,0.7,-3.3%,-3.3%,1.6
CCCCCn1c(C(C)NC(=O)CCC)nc2ccccc21 (configuration not stated),26.0,2.9%,7.3%,-2.9
COc1ccc2c(c1)CCC1[C@@H]2CCC2(C)[C@@H](NCCCCCCN3C(=O)C=CC3=O)CC[C@@H]12 (some centres not stated),x,-4.6%,19.3%,15.1
CCCCCCCC/C=C/CCCCCCCCOP(=O)([O-])OCC[N+](C)(C)C,x,7.1%,-3.1%,x
O=C(NCc1cccnc1)C1CC(=O)N(c2ccc(F)cc2)C1 (configuration not stated),u,1.9%,-8.3%,-0.9
COc1cc(C(=S)N2CCCC2)cc(Cl)c1OCC(=O)Nc1ccc(C)cc1C,5.5,-21.5%,x,x
COC(=O)c1ccccc1OC(=O)c1cccnc1,4.1,8.9%,0.4%,-0.6
O=C(O)c1ccc(CNCc2ccc(Cl)cc2)cc1,-26.1,0.4%,x,15.1

# Screening data deposited in PubChem by National Center for Advancing Translational Sciences (NCATS).
